# HttQ103 aggreg = inhibitors of mutant huntingtin aggregate formation in PC12 cells; PC12 HttQ103-GFP aggregates, Acumen cytometry, 40 h; Potency, µM (titrated, usually from 46.1 µM), for inactives: at the top dose activity change, negative = inhibition, hits mostly inhibitors; hit rate 1.1% among 220,000; also: % is scaled to controls: 0 for no effect and ±100 for the full control effect; nearly all actives have a fitted effect of over 60% in size
#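 PC12/HTTQ103-GFP, ecdysone-inducible; teb 100 nM; cpd qHTS titration; GFP aggregates read on laser cytometer, Ex 488/Em 500-530 nm.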
# Tau FP inhib = tau fibrillization inhibition (FP). K18 P301L tau heparin fibrillization, Alexa594 FP, 6 h. Potency, µM (highest dose often 57.7 µM), without a hit: at the top dose activity, negative = inhibition, actives largely listed as inhibitors. P10636. hit rate 0.39% among 280,000; also: % is scaled to controls: 0 for no effect and ±100 for the full control effect; nearly all actives have a fitted effect of over 55% in size
# Target sequence (P10636 561-689 P618L limits assumed): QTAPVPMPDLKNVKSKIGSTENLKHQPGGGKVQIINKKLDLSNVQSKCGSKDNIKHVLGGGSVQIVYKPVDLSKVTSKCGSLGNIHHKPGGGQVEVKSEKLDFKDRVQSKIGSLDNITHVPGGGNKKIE
#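 Human K18 P301L fragment (15 uM unlabeled plus 0.24 uM Alexa 594-labeled) in 100 mM sodium acetate pH 7 with compound, aggregation induced by 20 uM heparin for 6 hr at 37 C. ThT (30 uM) added for 1 hr, then Alexa 594 FP read.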
# ALDH1A1 inh = blocks purified human ALDH1A1 activity | Potency, µM (doses to about 75.3 µM), for the others: at the top dose activity, negative = inhibition, usual class: inhibitors | AID 1030 | Purified ALDH1A1, NADH fluorescence, propionaldehyde substrate | hit rate 7.3% among 220,000; active = well fitted inhibition curve with a large enough effect, not every such curve was filed as active; inconclusive = small, poorly fitted or top-dose-only effect, or another doubt; inactive = no such curve, though single readings can be large or run the other way;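 also: plate controls were no enzyme wells and a reference inhibitor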
# Target sequence (P00352 whole entry, looked up): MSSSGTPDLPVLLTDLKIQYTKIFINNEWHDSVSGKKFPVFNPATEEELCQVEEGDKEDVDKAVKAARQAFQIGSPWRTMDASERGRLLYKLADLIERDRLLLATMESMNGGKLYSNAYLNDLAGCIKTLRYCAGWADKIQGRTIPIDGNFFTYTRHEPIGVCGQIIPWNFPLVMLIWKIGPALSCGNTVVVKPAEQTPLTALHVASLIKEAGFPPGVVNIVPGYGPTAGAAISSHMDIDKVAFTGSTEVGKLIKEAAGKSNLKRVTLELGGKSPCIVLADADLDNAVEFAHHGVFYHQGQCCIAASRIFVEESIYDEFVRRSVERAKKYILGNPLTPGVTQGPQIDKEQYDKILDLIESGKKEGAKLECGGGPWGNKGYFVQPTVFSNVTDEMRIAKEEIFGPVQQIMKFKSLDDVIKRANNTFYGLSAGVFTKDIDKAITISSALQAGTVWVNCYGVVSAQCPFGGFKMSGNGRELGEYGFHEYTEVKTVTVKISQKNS
# Tau ThT inhib = blocks human tau fibril formation measured by thioflavin T; AID 1460; Potency, µM (doses to about 57.4 µM), without a hit: at the highest dose activity, negative = inhibition, usual class: inhibitors; hit rate 2.1% among 270,000; recombinant tau K18 P301L, heparin-induced fibrillization, ThT fluorescence; also: % is scaled to controls: 0 for no effect and ±100 for the full control effect; nearly all actives have a fitted effect of over 55% in size
#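 Recombinant human tau K18 fragment […] carrying P301L, 15 uM unlabeled plus 0.24 uM Alexa 594-labeled, was fibrillized with 20 uM heparin in 100 mM sodium acetate pH 7 for 6 hr at 37 C; 30 uM ThT fluorescence read after 1 hr.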
# HTT ATP protect = Huntington cell model cytoprotection by ATP luminescence | hit rate 0.14% among 230,000 | PC12 HTT-Q103 induced, cytoprotection, ATP luminescence, 40 h | Potency, µM (highest dose often 56.4 µM), for inactives: cytoprotection (ATP increase), usual class: activators;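 also: % of control where 0% means no effect; nearly all actives have a fitted effect of over 45% in size; toxic huntingtin expression switched on by the ecdysone agonist tebufenozide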
#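 PC12 cells stably carrying ecdysone-inducible Htt exon 1 (Q103)–GFP were induced with 100 nM tebufenozide (final) alongside library compounds in a dose series. Cytoprotection was scored as retained ATP by ATPlite luminescence.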
# Tau fluor cs = counter-screen for tau fibril formation inhibitors | tau K18 P301L Alexa594 fluorescence, heparin fibrillization | Potency, µM (top dose mostly 57.7 µM), without a hit: at the highest dose activity change, negative = decrease | hit rate 0.93% among 280,000 | AID 1463; also: % is scaled to controls: 0 for no effect and ±100 for the full control effect; nearly all actives have a fitted effect of over 55% in size
#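 Human tau K18 P301L (15 uM unlabeled, 0.24 uM Alexa 594-labeled) in 100 mM sodium acetate pH 7 with 20 uM heparin, 6 hr at 37 C. ThT 30 uM added, 1 hr ambient; Alexa 594 FP and total fluorescence read at 555/632 nm.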
# KDM4E inh = inhibitors of human JMJD2E histone demethylase. B2RXH2. JMJD2E catalytic domain, FDH-coupled NADH fluorescence (FDH is formaldehyde dehydrogenase). Potency, µM (top dose mostly 57.1 µM), for inactives: top-dose activity change, negative = inhibition, most hits filed as inhibitors. hit rate 1.6% among 230,000; active = well fitted inhibition curve with a large enough effect, not every such curve was filed as active; inconclusive = small, poorly fitted or top-dose-only effect, or another doubt; inactive = no such curve, though single readings can be large or run the other way;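 also: 0% = wells with enzyme and -100% = buffer wells without enzyme; nearly all actives have a fitted effect of over 50% in size; many of its hits are not listed in these tables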
# Target sequence (B2RXH2 1-337 limits assumed): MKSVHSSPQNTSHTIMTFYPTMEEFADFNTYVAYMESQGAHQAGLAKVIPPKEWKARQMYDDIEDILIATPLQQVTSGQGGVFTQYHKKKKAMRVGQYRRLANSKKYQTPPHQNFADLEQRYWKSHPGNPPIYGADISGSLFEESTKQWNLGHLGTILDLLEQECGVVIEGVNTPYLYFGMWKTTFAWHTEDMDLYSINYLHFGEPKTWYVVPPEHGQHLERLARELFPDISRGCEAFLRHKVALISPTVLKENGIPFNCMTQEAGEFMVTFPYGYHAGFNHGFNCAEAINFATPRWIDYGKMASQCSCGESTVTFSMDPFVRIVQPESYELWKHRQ
# SMN2 splice up = increases expression of the SMN2 splice variant | HEK293 SMN2-luciferase splicing reporter, luminescence, 30-36 h | Potency, µM (titrated, usually from 46.1 µM), without a hit: at the top dose activity change, positive = activation, most hits filed as activators | hit rate 2.8% among 210,000 | AID 1458; also: % of control where 0% means no effect; nearly all actives have a fitted effect of over 55% in size
#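 HEK293 cells carry an SMN2 minigene-luciferase reporter in which exon 7 inclusion puts luciferase in frame. Cells were seeded at 2000 cells/well, attached for 10-12 hours, then exposed to compounds for 30-36 hours at 37C before ONE-Glo luminescence.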
# Starred values were filed as active, the others as inactive; ? = inconclusive; nt = not tested or not shown; & = joins results of further samples; [ ] = another dose, or the depositor's remark. Unless noted, calls follow the shape of the dose curve; as a rule, active = well fitted curve in the direction sought with a large enough effect; inconclusive = small, poorly fitted or top-dose-only effect, or another doubt; inactive = no such curve, though single readings can be large; an effect the other way counts as inactive or inconclusive. Potency is read from the fitted curve at half-maximal effect. These rows are one share of the data. The share of hits here may be higher or lower than overall.
SMILES,HttQ103 aggreg,Tau FP inhib,ALDH1A1 inh,Tau ThT inhib,HTT ATP protect,Tau fluor cs,KDM4E inh,SMN2 splice up
COC(=O)[C@@]1(Cc2ccc(F)cc2)[C@H]2c3cc(C(=O)N4CCCC4)n(CC4CC4)c3C[C@H]2CN1C(=O)c1ccccc1,nt,-5%,4%,-15%,?,-9%,?,-27%
Cc1cccc(N2CC(C(=O)O)CC2=O)c1 (stereo unspecified),-1%,-5%,6%,0%,-23%,4%,2%,4%
Cn1c(=O)c2c(ncn2Cc2cc(-c3ccccc3)no2)n(C)c1=O,?,1%,4%,0%,-10%,2%,-3%,nt
N#C/C=C(/N)N1CCN(c2ccc(Cl)c(Cl)c2)CC1,-12%,-17%,?,?,5%[10 µM],?,?,-13%
Cn1[nH]c(=O)c2ccccc2c1=O,-4%,8%,-6%,7%,14%[1.9 µM],8%,?,4%
O=C(Cn1cnc2cc([N+](=O)[O-])ccc2c1=O)NC1CCS(=O)(=O)C1 (stereo unspecified),3%,4%,-2%,-14%,-32%[inhibitor],-2%,?,3%
Cc1cc(C)nc(NC(=O)c2cc([N+](=O)[O-])cc([N+](=O)[O-])c2)n1,-15%,4%,?,-13%,nt,-12%,-8%,-15%
CC(=O)Nc1ccc(NC(=O)C(NC(=O)C2CCC(C)CC2)C(C)C)cc1 (stereo unspecified),nt,-14%,nt,1%,nt,-11%,nt,0%
Cc1ccc(/C=C/C(=O)Nc2nnc(C)s2)o1,20%,3%,?,-1%,-16%[10 µM],1%,?,?
OC1CCCCC1Sc1nc2ccccc2s1 (stereo unspecified),-6%,1%,-2%,-8%,-11%,-7%,2%,-8%
COc1ccc(C2=NN(C(N)=S)C(c3ccccc3)C2)cc1 (stereo unspecified),15%,-3%,7.5µM*,-10%,-2%,-14%,-1%,nt
COCCNC(=O)C(c1ccc(O)cc1)N(Cc1ccco1)C(=O)CCC(=O)Nc1nccs1 (stereo unspecified),3%,2%,?,-2%,5%[10 µM],5%,5%,16%
Cc1c(C(=O)N2CCCCC2)sc(N)c1C#N,-9%,9%,?,-5%,-22%,3%,-2%,3%
COc1ccc(NS(=O)(=O)c2ccc(NC(=S)NC(=O)CC(C)C)cc2)cc1,22µM*,1%,13µM*,3%,-33%,?,-16%,2%
O=C1CN(c2nc(-c3cccnc3)nc3scc(-c4ccccc4)c23)CCN1,-4%,-2%,-15%,?,-1%,-11%,-20%,27%
CC(SC#N)C(=O)C12CC3CC(CC(C3)C1)C2 (stereo unspecified),12%,?,8.9µM*,?,?,-13%,-2%,-12%
COC(=O)c1ccc(Cn2nnc3c(=O)[nH]c(C4CCCN(S(=O)(=O)c5ccccc5Cl)C4)nc32)cc1 (stereo unspecified),nt,-8%,nt,4%,nt,2%,nt,4%
O=C(CNC(=O)c1ccc(-c2ccccc2)cc1)OCc1c(Cl)cccc1Cl,11%,1%,3%,1%,8%[10 µM],0%,-2%,3%
COCCn1nnnc1C(c1cccc(C#N)c1)N1CCCCCC1 (stereo unspecified),-1%,-4%,?,-6%,13%,-15%,1%,-5%
COc1ccc(-n2c(Cc3cc(=O)[nH]c(=O)[nH]3)nnc2SCC(=O)N2CCCC2)cc1,-5%,4%,-7%,1%,5%,4%,-18%,7%
COc1ccc(CCNC(=O)c2ccc(CN3CCC(Cc4ccccc4)CC3)cc2)cc1OC,19%,-3%,8%,3%,-19%[0.074 µM],-1%,5%,-40%[inhibitor]
CCN(CC)S(=O)(=O)c1cc(NC(=O)C(C)N(C)CC(=O)Nc2c(C)cccc2C)ccc1C (stereo unspecified),-6%,2%,-9%,-13%,3%[10 µM],-22%,4%,-1%[1.84 µM]
COc1ccccc1NCCC(=O)OCC(=O)NC1CCCCCC1,-5%,8%,-6%,-10%,10%[10 µM],-2%,6%,10%
COc1ccc(N(C(=O)c2ccc(F)cc2)C2=CC3CCC(C2)N3C)cc1 (stereo unspecified),9%,3%,13%,-5%,10%,-2%,-1%,-8%
Cc1ccc2nc(N3CCN(c4cccc(Cl)c4)CC3)c(-n3nc(C)cc3C)nc2c1,nt,-6%,nt,?,nt,-17%,nt,19%

# Not a retest: 3 of the compounds above.
SMILES,HttQ103 aggreg,Tau FP inhib,ALDH1A1 inh,Tau ThT inhib,HTT ATP protect,Tau fluor cs,KDM4E inh,SMN2 splice up
COc1ccccc1NCCC(=O)OCC(=O)NC1CCCCCC1,-5%,8%,-6%,-10%,10%[10 µM],-2%,6%,10%
COc1ccc(N(C(=O)c2ccc(F)cc2)C2=CC3CCC(C2)N3C)cc1 (stereo unspecified),9%,3%,13%,-5%,10%,-2%,-1%,-8%
Cc1ccc2nc(N3CCN(c4cccc(Cl)c4)CC3)c(-n3nc(C)cc3C)nc2c1,nt,-6%,nt,?,nt,-17%,nt,19%

# (listing goes on)
SMILES,HttQ103 aggreg,Tau FP inhib,ALDH1A1 inh,Tau ThT inhib,HTT ATP protect,Tau fluor cs,KDM4E inh,SMN2 splice up
O=C(OCCN1C(=O)c2cccc3c(N4CCOCC4)ccc(c23)C1=O)c1cc(Cl)cc(Cl)c1,-2%,-11%,5%,-2%,nt,-5%,7%,-36%[inhibitor]
CCOc1ccc2nnc(-c3ccc(Br)cc3)n2n1,2%,-1%,1%,-2%,3%[10 µM],-9%,0%,-14%
O=C(NNc1cc(Br)c(O)c(Br)c1)c1ccccc1,-16%,16µM*,18µM*,5µM*,6%,?,-28%,-22%
Cc1ccc2c(c1)NC(=O)C(CC(=O)Nc1ccc(CN3CCC(C)CC3)cc1)O2 (stereo unspecified),-14%,4%,15%,-9%,9%,-10%,?,-5%
COc1ccc(-c2cc(C#N)nc(N3CCNCC3)n2)cc1,11%,3%,?,-16%,-13%,-2%,?,0%
Cc1nc2cc(NS(=O)(=O)c3ccccc3F)ccc2s1,28%[9.22 µM],1%,nt,-4%,-3%[10 µM],-7%,4%,nt
COc1ccccc1C1=NOC(CN2C(=O)c3ccccc3S2(=O)=O)C1 (stereo unspecified),-10%[9.22 µM],-2%,nt,1%,-11%[10 µM],-4%,-6%,nt
CCc1ccc(-c2nn(-c3ccc(OC)cc3)c3c2cnc2ccc(OC)cc23)cc1,nt,-1%,nt,-12%,nt,-14%,nt,-10%
S=C(NCc1ccco1)Nc1ccccc1Cl,4%[9.22 µM],2%,?,-8%,4%[10 µM],-14%,8%,nt
O=C(N/N=C/c1ccc(OCc2ccc(F)cc2)cc1)c1ccccc1,1%,-4%,12%,-15%,-46%[inhibitor],-6%,8%,7%
CCc1ccc(S(=O)(=O)NCCc2csc(-c3ccccc3)n2)s1,?,0%,?,-15%,31%[10 µM],?,-4%,-99%[inhibitor]
CCOc1ccccc1N1CCN(CC(=O)Nc2nnc(CC)s2)CC1,-9%,0%,17%,9%,3%[10 µM],3%,-8%,6%
O=C(CSc1nc2ccccc2o1)Nc1ccccc1,1%,2%,6%,-4%,25%,-6%,10%,23%
O=C(Cc1cccs1)Nc1nnc(Cc2ccc(F)cc2)s1,17%,-6%,13%,-12%,-18%[10 µM],-16%,1%,-1%
CC(=O)c1cccc(NC(=O)Nc2cc3c(cc2N2CCCC2)n(C)c(=O)n3C)c1,nt,2%,nt,?,nt,?,nt,18%
COc1ccc(NC(=O)CSc2nnnn2C)cc1,17%[9.22 µM],6%,?,-2%,15%[10 µM],4%,1%,nt
COc1ccc(NC(=O)CNC(=O)c2c(C)nn(C)c2Cl)cc1,11%,-4%,4%,-2%,-11%[10 µM],-2%,0%,-9%
CC(C)(C)C(=O)/C=C(\N)c1ccccn1,-14%,-1%,2%,-7%,9%,6%,4%,13%
Cc1ccc(-c2nnc(SCC(=O)CC(=O)Nc3ccccc3)n2-c2ccccc2)cc1,-2%,-2%,3%,-8%,-27%,-11%,24%,-14%
O=C(NCC(=O)N(Cc1cccs1)C(C(=O)NC1CCCCC1)c1ccco1)c1ccco1 (stereo unspecified),13%,7%,22µM*,-3%,1%[10 µM],-3%,-27%,7%
CCc1ccc(CNCCNCC(C)O)cc1 (stereo unspecified),17%,-9%,4%,-9%,-8%,-8%,14%,-25%
CCOn1c(=O)c(-c2ccc(OC)cc2)[n+]([O-])c2ccccc21,-1%,-8%,7%,-8%,-9%,-3%,-1%,8%
Cc1ccccc1Nc1ncccc1C(=O)N1CCOCC1,-5%,2%,2%,-7%,36%,0%,5%,0%
Nc1nc(SCCN2C(=O)c3ccccc3C2=O)n[nH]1,12%,-6%,9%,-2%,14%[10 µM],-5%,-3%,14%
Cc1ccnc(NS(=O)(=O)c2cnc(Cl)c(Br)c2)c1,-7%,-11%,?,0%,10%[10 µM],-4%,-27%,7%

# Going on with the list.
SMILES,HttQ103 aggreg,Tau FP inhib,ALDH1A1 inh,Tau ThT inhib,HTT ATP protect,Tau fluor cs,KDM4E inh,SMN2 splice up
CC1C2=C(CC(C)(C)CC2=O)NC2=C1C(=O)CC(C)(C)C2,-17%,-4%,?,5%,-18%,0%,?,-1%
CC(C)CN(C(=O)COC(=O)c1c(Cl)ccc(Cl)c1Cl)C1CCS(=O)(=O)C1 (stereo unspecified),-3%,1%,?,-3%,-67%[inhibitor],-9%,5%,-24%
COCCCN1C(=O)c2ccc(C(=O)OCC(=O)N(C)c3ccccc3)cc2C1=O,16%,7%,?,3%,-30%,9%,-5%,8%
Cc1cc(NC(=O)c2ccc(NC(=O)C(C)Oc3ccccc3)cc2)no1 (stereo unspecified),5%,1%,9%,-3%,-6%[1.9 µM],-10%,0%,1%
COc1ccccc1CN1CCSCC1,7%,3%,-9%,-1%,23%,-1%,-26%,-9%
Cc1ccc(NC(=O)CCNS(=O)(=O)c2cccc3nonc23)cc1Cl,-10%,-7%&-12%,?,-10%&-18%,-21%,?,0%,-14%&-3%
CCN(CC)S(=O)(=O)c1ccc(C)c(NS(=O)(=O)c2cc(/C=C/C(=O)O)cc(OC)c2OC)c1,5%,3%,1%,2%,-38%,-2%,-26%,8%
CCCc1cc(=O)[nH]c(Nc2ccc(Cl)cc2)n1,?,?,14%,3%,-3%,?,-2%,-17%
O=C(Cc1cccc2ccccc12)Nc1ccc(N2CCOCC2)cc1,nt,1%,-4%,?,nt,-13%,?,2%

# Screens (PubChem)
